Nrf2 ARE act: Nrf2 pathway activation | Potency, µM (highest dose often 46.1 µM), without a hit: at the highest dose activation, hits mostly activators | AREc32 ARE-luciferase reporter (MCF7-derived line), luminescence, 24 h | hit rate 0.31% among 410,000; further: potency means the concentration at half of the fitted maximal effect; % of control where 0% means no effect; nearly all actives have a fitted effect of over 65% in size
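ARE activation measured as luciferase luminescence (Steady-Glo, 30 min RT) in AREc32_Fluc cells after 24 hr compound exposure at 37 deg C, 5% CO2; cells seeded overnight at 1000/well in OPTI-MEM, 5% FBS.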
HepG2 tox: HepG2 cytotoxicity, counter-screen for TGF-b inhibitors | HepG2 CAGA-GFP viability, ATP luminescence, 18 h | Potency, µM (top dose mostly 46.1 µM), without a hit: at the highest dose activity change, negative = cytotoxicity, actives largely listed as cytotoxic | hit rate 0.76% among 410,000; further: potency means the concentration at half of the fitted maximal effect; some results filed as inactive show a strong effect at the top dose
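HepG2 CAGA-GFP cells (1000/well, DMEM with 1% FBS) received compound, then TGF-beta at 500 pg/mL final, and were incubated 18 hours at 37 degrees C. Viability was read by CellTiter-Glo luminescence. Media-only wells were set as complete cell-killing and DMSO as no toxicity.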
TGFb inhibitor: inhibitors of TGF-b signaling; HepG2 CAGA-GFP TGF-b/SMAD3 reporter, GFP fluorescence, 18 h; TGF-beta stimulated, 500 pg/mL final; Potency, µM (highest dose often 46.1 µM), for inactives: at the top dose activity, negative = inhibition, most hits filed as inhibitors; hit rate 1.2% among 410,000; further: potency means the concentration at half of the fitted maximal effect; on the % scale 0 is the no-effect control and ±100 the full control effect; nearly all actives have a fitted effect of over 65% in size
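HEPG2 CAGA-GFP cells (1000/well, DMEM with 1% FBS) were pre-incubated 2 h at 37 degrees C, given compound by pin tool, then stimulated with TGF-beta at 500 pg/mL final for 18 h before per-cell GFP fluorescence imaging.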
A549 viability: A549 cytotoxicity, counter-screen for Nrf2 inhibitors. hit rate 0.16% among 390,000. AID 504648. A549 ARE-Fluc cells, CellTiter-Fluor viability, 18-24 h. Potency, µM (titrated, usually from 46 µM), for the others: top-dose activity change, negative = cytotoxicity, most hits filed as inhibitors; further: potency means the concentration at half of the fitted maximal effect; on the % scale 0 is the no-effect control and ±100 the full control effect
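A549 ARE_Fluc cells in 5% FBS OPTI-MEM were exposed to compounds in concentration-response for 18-24 h at 37 deg C. Viability was read by CellTiter-Fluor fluorescence (Ex 405/Em 525) after 30 min, before the luciferase read.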
Nrf2 block: Nrf2 pathway inhibition; A549 ARE-Fluc reporter, luciferase luminescence, 18-24 h; Potency, µM (titrated, usually from 46 µM), without a hit: top-dose activity change, negative = inhibition, actives largely listed as inhibitors; AID 504444; hit rate 2.1% among 360,000; further: potency means the concentration at half of the fitted maximal effect; on the % scale 0 is the no-effect control and ±100 the full control effect; nearly all actives have a fitted effect of over 60% in size
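Nrf2 function is reported as luminescence of an ARE-controlled luciferase in A549 cells. Compounds were tested at several concentrations, and a CellTiter-Fluor read on the same wells flagged cytotoxicity.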
MmCpn inh: inhibitors of Methanococcus maripaludis chaperonin (MmCpn) | purified Mm-Cpn ATPase, ADP Transcreener TR-FRET | Potency, µM (doses to about 76.9 µM), for the others: at the highest dose activity, negative = inhibition, usual class: inhibitors | hit rate 0.031% among 330,000; further: potency means the concentration at half of the fitted maximal effect; on the % scale 0 is the no-effect control and ±100 the full control effect; nearly all actives have a fitted effect of over 80% in size
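ATPase read-out: TR-FRET ADP immunoassay (anti-ADP Eu cryptate vs ADP-d2), ex 320 nm, em 590/665 nm; signal drops as ADP forms. Enzyme 25 nM, ATP 10 uM, 30 min at 37°C after 10 min compound preincubation.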
CCT modulator: changes cytosolic chaperonin activity; purified chaperonin ATPase assay, HTRF ADP detection, 30 min; activity change, % (concentration not given with the values), hits read low; hit rate 0.3% among 360,000; in the data active means activity change below about -30%; further: on the % scale 0 is the no-effect control and ±100 the full control effect
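First, chaperonin was dispensed at 40 nM or 20 nM final depending on batch activity. Next, compounds were pinned at 76 uM and ATP added at 10 uM. After 30 min at 37 °C, ADP detection reagents ran 30 min at ambient temperature.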
pAkt inh: inhibitors of Akt phosphorylation. Neuro2A IGF-stimulated pAkt S473 HTRF, 20 min; stronger effect = lower value. activity change, % for hits at 50 µM. hit rate 0.32% among 360,000. AID 651550; in the data active means activity change below about -80%; inconclusive means mostly about -51% to -80%; further: on the % scale 0 is the no-effect control and ±100 the full control effect
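Neuro2A cells in DMEM with 0.5% FBS, overnight at 37 deg C, given compound at single 50 µM final, then IGF (6 nM final) for 20 min at 37 deg C. Lysed; phospho-Akt Ser473 by HTRF after 24 h, 665/615 ratio.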
S2 tox: reduces viability in counter-screen for ATXN expression inhibitors | S2 cells (HEK-293 line with an ATXN2-luciferase reporter) viability, CellTiter-Fluor protease fluorescence, 24 h | Potency, µM (doses to about 56.7 µM), hits mostly cytotoxic | hit rate 0.49% among 400,000; further: potency means the concentration at half of the fitted maximal effect; nearly all actives have a fitted effect of over 40% in size
* hit, by the source's call; i = inactive; ? = inconclusive; nt = not tested or not shown. Unless noted, the call rests on the fitted dose curve; in most records, active means well fitted curve in the direction sought with a large enough effect; inconclusive means small, poorly fitted or top-dose-only effect, or another doubt; inactive means no such curve, though single readings can be large; an effect the other way counts as inactive or inconclusive.

Values run as follows: Nrf2 ARE act, HepG2 tox, TGFb inhibitor, A549 viability, Nrf2 block, MmCpn inh, CCT modulator, pAkt inh, S2 tox
> CCOCCn1c(N2CCCC2)nc2c1c(=O)[nH]c(=O)n2C
    -0.4%, -14%, -1%, 0%, -11%, 0%, 0.8, i, i
> Cc1cc(C(=O)Nc2nc3c(s2)CCCC3)cs1
    ?, -7%, -3%, 1%, nt, 0%, -0.4, i, i
> CC(=O)c1ccc(NC(=O)c2ccn(C(=O)OCC(C)C)n2)cc1
    -1.0%, -33%, 18%, 2%, ?, 1%, -0.7, i, i
> NS(=O)(=O)c1ccc(NC(=O)c2ccc(COc3ccccc3)o2)cc1
    0.3%, 7%, 9%, -4%, -24%, -8%, -3.4, i, i
> O=C(CCCN1C(=O)c2cccc3cccc(c23)C1=O)NCCN1CCOCC1
    10%, 2%, 13%, 1%, -30%, -2%, -1.3, i, i
> Cc1cc(C)cc(-n2c(SCC(N)=O)nc3c([nH]c4ccccc43)c2=O)c1
    6.3%, -28%, 1%, -17%, nt, nt, nt, nt, i
> Cc1ccc(C(=O)NC(C)c2nnc(SCC(=O)NC3CCCC3)n2C)cc1 (configuration not stated)
    -1.0%, -25%, -10%, -7%, 4%, -1%, 0.4, i, ?
> COc1cccc(C2C(=O)N(C3CCCCC3)CC(=O)N2Cc2ccc(Cl)cc2)c1 (configuration not stated)
    7.0%, -21%, ?, ?, nt, nt, nt, nt, nt
> COc1ccccc1CC(=O)Nc1ccc(S(=O)(=O)N(C)C2CCN(C)CC2)cc1
    -0.5%, -6%, 5%, ?, 15%, -3%, 0.4, i, i
> CCOC(=O)C1=C(C)NC(C)=C(C(=O)OCCNC(=O)c2cccnc2)C1c1cccc([N+](=O)[O-])c1 (configuration not stated)
    5.6%, 3%, 5%, -2%, -4%, 1%, -0.8, i, i
> CC(C)CC1NC(=O)N(CC(=O)Nc2cc(F)ccc2F)C1=O (configuration not stated)
    0.1%, -4%, 4%, -2%, 2%, -1%, -1.6, i, i
> Cc1ccc(S(=O)(=O)CCC(=O)OCc2ccc(Cl)cc2)cc1
    -0.1%, -12%, 1%, -2%, -8%, 0%, 1.6, i, i
> COc1ccc(CCC(=O)NC2CC(=O)N(c3cccc(F)c3)C2)cc1 (configuration not stated)
    4.6%, 1%, 9%, 14%, nt, nt, nt, nt, nt
> COc1ccc(-n2ccn(Cc3ccc(C)cc3)c(=O)c2=O)cc1OC
    -0.3%, -31%, 3%, 1%, -4%, nt, nt, nt, nt
> CCCOc1ncnc2c1sc1nc3c(cc12)COC(C)(C)C3
    0.5%, 12%, -3%, 2%, 28%, -1%, 0.4, i, i
> COc1cc(-c2cc(C(=O)Nc3cccc(C(C)=O)c3)c3ccccc3n2)cc(OC)c1OC
    2.9%, -7%, 8%, -15%, ?, -22%, -0.2, i, i
> CCc1ccc(C(=O)COC(=O)c2cc([N+](=O)[O-])ccc2N2CCOCC2)cc1
    2.0%, -23%, ?, ?, ?, 0%, -1.3, i, ?
> Cc1cccc(NC(=O)NC(C)C(c2cccs2)N2CCOCC2)c1 (configuration not stated)
    0.3%, -19%, -10%, 0%, 9%, 3%, 0.3, i, i
> COc1ccc(CN2C(=O)C(CC(=O)NC3CCCCC3)CC(C(=O)N(C(C)C)C(C)C)=C2C)cc1 (configuration not stated)
    0.6%, 2%, 5%, nt, nt, nt, -0.1, i, i
> NS(=O)(=O)c1ccc(Nc2ccc3nonc3c2[N+](=O)[O-])cc1
    -0.3%, -14%, -12%, ?, -5%, 1%, -2.8, i, i
> O=C(C(Cc1ccccc1)N1C(=O)C2C3C=CC(C3)C2C1=O)N1CCCCC1 (configuration not stated)
    0.6%, 4%, 11%, -13%, -24%, 2%, 0.4, i, i
> CC(C(=O)NC1CCCCC1)N1CCN(C)CC1 (configuration not stated)
    0.0%, 3%, -13%, 10%, 11%, 0%, -4.1, i, i
> O=C1CCC/C(=N/NC(=O)C2CCN(S(=O)(=O)c3cccs3)CC2)C1
    -0.3%, -4%, -2%, 1%, 14%, -1%, 3.5, i, i
> COc1ccccc1NC(=O)CSc1ccc(-c2ccc(-n3ccnc3)cc2)nn1
    0.5%, -3%, 0%, -10%, -25%, -14%, 0.3, i, i
> COc1ccc(NC(=O)CCCCCn2nnc3ccccc3c2=O)cc1OC
    -0.5%, -2%, 0%, -11%, 0%, -1%, -2.9, i, i
> CCN(CC(=O)Nc1ccc(NC(C)=O)cc1)C(=O)c1ccc(N(C)S(=O)(=O)c2ccc(C)cc2)cc1
    0.4%, 6%, 10%, -1%, 3%, nt, 0.3, i, i
> CCCC(=O)N1CCN(c2nnc(-c3ccc(C)cc3)c3ccccc23)CC1
    3.0%, -15%, ?, 11%, -28%, -6%, -1.2, i, ?
> CCOC(=O)C1CCN(c2ccc(Cl)nn2)CC1
    -0.9%, -14%, 14%, -4%, -10%, -1%, 0.4, i, i
> Cc1ccc2cccc(NC(=O)C(C)Oc3ccc(C)c(C)c3)c2n1 (configuration not stated)
    0.0%, -26%, -21%, 10%, 19%, nt, nt, nt, i
> CCc1ccc(C(=O)COC(=O)CNC(=O)c2ccc(Br)o2)cc1
    2.1%, 3%, -1%, 1%, 7%, 0%, -1.0, i, i
> COc1ccc(N2C(=O)CC(N(C)CCc3ccc(OC)c(OC)c3)C2=O)cc1 (configuration not stated)
    -0.2%, 8%, 4%, -2%, 5%, -3%, 0.5, i, ?
> Cn1c(SCC(=O)NCCN2C(=O)CSC2=O)nc2ccccc2c1=O
    -0.1%, 1%, 0%, 2%, -18%, 0%, -2.2, i, i
> Cc1ccc(CN(Cc2cc3cc4c(cc3[nH]c2=O)OCCO4)Cc2nnnn2Cc2ccco2)cc1
    4.7%, -31%, -16%, ?, 26µM*, -25%, -1.4, i, ?
> COc1ccc(-c2cc3cc(OC)c(OC)cc3c(C)n2)cc1C
    2.1%, -2%, -4%, 1%, 11%, -3%, -0.7, i, i
> CCN(CC)S(=O)(=O)c1ccc(Cl)c(NC(=O)COC(=O)c2cccn2C)c1
    0.0%, -1%, -24%, -25%, ?, 1%, -3.5, i, i
> Cc1cc(C)nc(OC(C(=O)O)C(OCC(C)C)(c2ccccc2)c2ccccc2)n1 (configuration not stated)
    -0.2%, -1%, -1%, -13%, ?, -2%, 0.3, i, i
> Cc1cc(OCCOCCN2CCCC2)ccc1C(C)C
    0.1%, -28%, -3%, 1%, -6%, ?, -0.2, i, ?
> Cc1cc(C)nc(SCc2cccc(C(=O)O)c2)n1
    -0.3%, -4%, 2%, -4%, ?, 1%, -1.7, i, i
> O=C(N/N=C/C=C/c1ccccc1)c1ccncc1
    2.6%, 3%, 1%, 0%, 24%, 0%, 1.7, i, i
> CC(C)Cc1nn2c(=O)cc(O)nc2s1
    -0.6%, 19%, -18%, -3%, -1%, -11%, 1.3, i, i
> CCn1c(SCC(=O)Nc2nc(C)cs2)nnc1-c1ccncc1
    -1.3%, -6%, 3%, -2%, -2%, -7%, 1.2, i, i
> CCOC(=O)C1CCCCN1C(=O)CCc1c(C)nc2cc(-c3ccccc3)nn2c1C (configuration not stated)
    -3.4%, -2%, 1%, 0%, ?, 1%, 1.0, i, i
> O=C(COC(=O)/C=C/c1ccccc1)Nc1ccc(Cl)cn1
    2.9%, -8%, -16%, -3%, -1%, -7%, -0.4, i, i
> CCN(C(=O)CSc1ncn[nH]1)c1c(N)n(Cc2ccccc2)c(=O)[nH]c1=O
    2.1%, -8%, 9%, 19%, 2%, 0%, -2.2, i, i
> CCCC(=O)NC1CCCc2c1cnn2-c1ccc(C)c(C)c1 (configuration not stated)
    4.3%, -8%, 1%, 0%, -29%, -1%, -1.7, i, i
> NC(Cc1ccc(Cl)cc1)c1csc(Nc2ccc(C(=O)NCCCO)cn2)n1 (configuration not stated)
    5.0%, -36%, 7%, nt, nt, nt, -1.5, i, ?
> Cc1ccc(S(=O)(=O)N2CCN(C(=O)COc3ccc(NC(=O)c4ccco4)cc3)CC2)cc1
    -0.5%, -2%, -10%, -3%, 13%, 0%, -3.0, i, i
> CCOc1ccc(N2CC(C(=O)Nc3ccc(N4CCOCC4)cc3)CC2=O)cc1 (configuration not stated)
    0.2%, -3%, -9%, 3%, 18%, 0%, 1.3, i, i
> CC(=O)c1ccc(NC(=O)c2onc(C)c2Cl)cc1
    -1.0%, 6%, -11%, -5%, ?, 1%, -0.5, i, i
> CCOC(=O)c1nc(-c2ccccc2)oc1N(C)C
    4.1%, -3%, -3%, 1%, 19%, -14%, 1.6, i, i

Single entries from the entries so far:
`NC(Cc1ccc(Cl)cc1)c1csc(Nc2ccc(C(=O)NCCCO)cn2)n1` (configuration not stated) in HepG2 tox has -36%
`CCCC(=O)NC1CCCc2c1cnn2-c1ccc(C)c(C)c1` (configuration not stated) in Nrf2 block has -29%
`O=C(COC(=O)/C=C/c1ccccc1)Nc1ccc(Cl)cn1` in Nrf2 ARE act has 2.9%

Going on with the list.
Values run as follows: Nrf2 ARE act, HepG2 tox, TGFb inhibitor, A549 viability, Nrf2 block, MmCpn inh, CCT modulator, pAkt inh, S2 tox
> CCN(CC)CCC#CC(O)(c1ccccc1)c1ccccc1
    -0.6%, 1%, -2%, -2%, -3%, 1%, -1.6, i, ?
> COc1ccc(-c2[nH]ncc2CN(C)C(C)c2cccs2)c(F)c1 (configuration not stated)
    -0.6%, -14%, -15%, -3%, -10%, 1%, 0.7, i, ?
> CC(c1ccon1)N(C)Cc1cn[nH]c1-c1ccc(F)cc1F (configuration not stated)
    -0.7%, 5%, -25%, 2%, 0%, -4%, -1.0, i, i
> S=C(NN=C1CCN(Cc2ccccc2)CC1)NC1CCCCC1
    -0.3%, 3%, ?, -2%, 1%, -2%, -1.3, i, i
> CCN(N=Nc1cccc([N+](=O)[O-])c1)c1cccc([N+](=O)[O-])c1
    ?, -16%, -16%, -2%, -27%, 1%, -1.0, nt, i
